MrgX1 antagonist: antagonists of human MrgX1 receptor, primary screen, HEK293 cells, Fluo-4 calcium flux; BAM8-22 antagonism; stronger effect = lower value; B-score at 10 µM; 310,000 tested, 1.3% active; AID 588676, 2011;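 active = calcium-response B-score plate-corrected more than 3 library SD below zero, starting fluorescence within 5 deviations, no agonist response on first addition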;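 also: peak minus trough fluorescence over baseline after final BAM8-22 challenge near maximal dose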
Target sequence (Q96LB2 whole entry, looked up): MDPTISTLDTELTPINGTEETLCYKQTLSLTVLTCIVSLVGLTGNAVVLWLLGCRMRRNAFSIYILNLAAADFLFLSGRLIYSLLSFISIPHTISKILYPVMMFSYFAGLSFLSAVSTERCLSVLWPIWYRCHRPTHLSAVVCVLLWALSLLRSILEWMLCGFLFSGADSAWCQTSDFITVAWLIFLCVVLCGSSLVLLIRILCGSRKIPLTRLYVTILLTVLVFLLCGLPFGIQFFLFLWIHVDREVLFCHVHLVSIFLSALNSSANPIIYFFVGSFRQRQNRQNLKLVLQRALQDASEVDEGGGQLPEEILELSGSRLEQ
TRPC6 act: mouse TRPC6 channel activators, primary screen, cell-based, HEK293, membrane potential dye | Short transient receptor potential channel 6 (Mus musculus), Q61143 | HEK293-TRPC6 membrane potential dye fluorescence; stronger effect = higher value | B-score at 10 µM | 310,000 tested, 0.13% active;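 active = B-score of the integrated fluorescence ratio above library mean plus 3 SD, and starting fluorescence ratio within library mean plus 5 SD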;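 also: higher score means more depolarization so channel activation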
TRPC4 potent: positive allosteric modulators of TRPC4, primary screen, cell-based, mouse TRPC4beta, HEK293 mu-opioid, Fluo-4 calcium; Short transient receptor potential channel 4 (Mus musculus), Q9QUQ5; DAMGO EC20, Fluo-4 Ca2+ flux; stronger effect = higher value; B-score at 10 µM; 310,000 tested, 0.42% active; AID 2227, 2009;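 active = B-score of calcium response area above 5 SD of library B-scores, with initial fluorescence ratio within 5 SD of library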;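 also: B-score of integrated fluorescence ratio over time as area under calcium response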
HIF activator: HIF pathway transcriptional activators, primary screen, cell-based, U2OS HRE-luciferase, luminescence; U2OS HRE-luciferase reporter; normalized: DMSO 0%, desferrioxamine 100%; activation, % at 7.5 µM (by protocol); 300,000 tested, 0.32% active; AID 1910, 2009;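 active = mean activation of at least 10% of the iron chelator positive control signal, with at least half of replicates also reaching 10%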
MrgX1 agonist: agonists of human MrgX1 receptor, primary screen, HEK293 cells, Fluo-4 calcium flux; Fluo-4 calcium fluorescence, agonist mode; stronger effect = higher value; AID 588627, 2011; Mas-related G-protein coupled receptor member X1 (Homo sapiens), Q96LB2; B-score at 10 µM; 310,000 tested, 0.44% active;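 active = calcium response B-score plate-corrected fluorescence ratio at least 3 library SD, with starting fluorescence B-score inside 5 SD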
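Material: HEK293 cells stably expressing human MrgX1 receptor | Quantity: 15,000 cells per well | Times: Cells plated overnight, dye loaded 0.5 h 37 °C, 0.5 h room temperature | Measured by: Kinetic Fluo-4 NW fluorescence of intracellular calcium | Control set: Positive and negative controls per plate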
TRPC6 inh: mouse TRPC6 channel inhibitors, primary screen, cell-based, HEK293, membrane potential dye | ACh-evoked depolarization; stronger effect = lower value | 310,000 tested, 1.1% active | AID 2553, 2010 | B-score at 10 µM;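 active = B-score under library mean minus 3 SD, initial fluorescence not abnormally high, positive integrated signal ratio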;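 also: B-score derived from integrated fluorescence ratio over the kinetic read; more negative B-score means stronger inhibition of depolarization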
AI-2 QS modul: Vibrio harveyi AI-2 quorum sensing modulators, primary screen, JMH597 strain, luminescence/OD600 ratio | Vibrio harveyi JMH597 AI-2 luminescence/OD600 ratio, 9 h; stronger effect = lower value; strain lacks LuxN and CqsS sensors; 0 = neutral-control median | 300,000 tested, 0.4% active | activity change, % at 7.5 µM; in the data active = activity change below about -75%, passing the limit was not always enough;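 also: luminescence divided by OD600 gain over 9 h not by final OD600 alone; inactives centre near 13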
PolyA inhibitor: polyadenylation inhibitors in yeast reporter cells, primary screen, luminescence, S. cerevisiae; S. cerevisiae SKY197-pL101 polyadenylation reporter, beta-gal luminescence; efflux-impaired pdr1/pdr3 knockout yeast; score 100 = 6 SD above DMSO; calls only at 12 µM; 300,000 tested, 0.02% active; AID 1875, 2009;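 active = lowest replicate activity score at least 50, where 100 means six control SD above control mean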;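 also: yeast exposed to compound for 9 h at 30 °C; higher score means more reporter readthrough which indicates perturbed polyadenylation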
MrgX1 allo act: positive allosteric modulators of MrgX1, primary screen, HEK293 cells, Fluo-4 calcium flux | FDSS; stronger effect = higher value | B-score at 10 µM | 310,000 tested, 0.63% active | AID 588675, 2011;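 active = plate-corrected calcium response at least 3 library SD above typical, normal starting fluorescence, not activating the receptor alone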;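 also: compound read alongside a low EC10 to EC30 dose of BAM8-22 agonist; peak minus trough fluorescence over baseline measured at the second addition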
TRPC4 agonist: activators of mouse TRPC4 channel, primary screen, Fluo4 calcium, HEK293 TRPC4beta/mu-opioid cells. Fluo4 calcium fluorescence; stronger effect = higher value. 310,000 tested, 0.49% active. B-score at 10 µM. AID 2237, 2010;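 active = B-score above 5 SD of library B-scores, and initial fluorescence ratio not above library mean plus 5 SD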;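 also: positive B-score marks a calcium rise read as TRPC4 activation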
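Material: TRPC4beta and mu-opioid receptor HEK293 stable cells | Incubation: 45 min room-temperature Fluo4 loading, 110 s read | Detection: Kinetic Fluo4 calcium fluorescence | Measure: Integrated baseline-normalised fluorescence ratio, converted to per-well B score | Benchmarks: Low control buffer alone, high control maximal DAMGO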
TRPC4 block: inhibitors of mouse TRPC4 channel, primary screen, Fluo4 calcium, HEK293 TRPC4beta/mu-opioid cells | Short transient receptor potential channel 4 (Mus musculus), Q9QUQ5 | DAMGO-evoked Fluo4 calcium flux; stronger effect = lower value | B-score at 10 µM | 300,000 tested, 0.39% active | AID 2247, 2010;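 active = B-score over 3 SD under the library average, no early fluorescence shift, positive overall ratio signal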
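Material: HEK293 cells with stable TRPC4beta plus mu-opioid receptor expression / Probe or stimulus: DAMGO in two steps, submaximal then maximal / Compound: single concentration per test compound / Technique: kinetic Fluo4 fluorescence imaging of calcium influx / Read-out: per-well B score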
Numbers without * were called inactive; i = inactive; · = no result given.

SMILES | MrgX1 antagonist | TRPC6 act | TRPC4 potent | HIF activator | MrgX1 agonist | TRPC6 inh | AI-2 QS modul | PolyA inhibitor | MrgX1 allo act | TRPC4 agonist | TRPC4 block
O=C1CSc2ccc(C(=O)N3CCN(c4ccccn4)CC3)cc2N1 | i | i | i | -0.5 | i | i | · | i | i | i | i
O=C1OC(/C=C/c2ccccc2)=NC/1=C\c1cccnc1 | i | i | i | 0.0 | i | i | 15 | i | i | i | i
N#Cc1cc[n+](CC(=O)c2ccc(NC(=O)c3ccccc3)cc2)cc1 | i | i | i | 0.9 | i | i | 21 | i | i | i | i
CCCC(C)c1nnc(NC(=O)C2CC(=O)N(CCc3ccc(F)cc3)C2)s1 (stereo not given) | i | i | i | -0.6 | i | i | 24 | i | i | i | i
COc1ccc(NC(=O)CC2C(=O)N(c3ccc(Cl)cc3)C(=S)N2CCc2ccccn2)cc1 (stereo not given) | i | i | i | 1.1 | i | i | 11 | i | i | i | i
CCCSc1nc2[nH]ncc2c(=O)[nH]1 | i | i | i | 0.2 | i | i | 6 | i | i | i | i
COC(=O)c1cc(OC)c(OC)cc1NC(=O)Nc1ccccc1F | i | i | i | -0.1 | i | i | 7 | i | i | i | i
CCOc1ccc(C(C)=O)cc1COC(=O)C(C)N=C1NS(=O)(=O)c2ccccc21 (stereo not given) | i | i | i | -1.2 | i | i | 21 | i | i | i | i
Cc1cc(C)c[n+](-c2nc([O-])sc2C=O)c1 | i | i | i | -0.2 | i | i | 18 | i | i | i | i
COc1ccc2oc(C(=O)CCC(=O)O)c(N)c2c1 | i | i | i | -0.1 | i | i | 10 | i | i | i | i
CCC1(C)Cc2c(sc3nnn(CC(=O)Nc4ccc(C)cc4)c(=O)c23)CO1 (stereo not given) | i | i | i | 2.6 | i | i | 38 | i | i | i | i
O=C(Cn1nnc(-c2ccc([N+](=O)[O-])cc2)n1)NNC(=O)c1ccccc1 | i | i | i | -0.5 | i | i | 16 | i | i | i | i
NNC(=O)CCN1CCN(Cc2ccccc2)CC1 | i | i | i | 0.1 | i | i | 1 | i | i | i | i
O=c1c2ccccc2nc2oc3ccccc3n12 | i | i | i | 2.6 | i | i | 14 | i | i | i | i
COc1cc(Cn2nnc3ccccc32)ccc1O | i | i | i | 0.3 | i | i | 6 | i | i | i | i
CC1(N(O)/C=C2\C=CC=CC2=O)CCCCC1=O (stereo not given) | i | i | i | -1.3 | i | i | 11 | i | i | i | i
COc1ccccc1C(=O)n1nc(-c2ccco2)nc1SC | i | i | i | -0.5 | i | i | 46 | i | i | i | i
CC(C)CNC(=S)N1CCN(c2nc3ccccc3s2)CC1 | i | i | i | -0.6 | i | i | 7 | i | i | i | i
O=C(NCc1ccccc1)C1CCCN1S(=O)(=O)c1ccc(Cl)cc1 (stereo not given) | i | i | i | -0.7 | i | i | 18 | i | i | i | i
Cc1cccc(C2CC(c3ccccc3)Nc3ncnn32)c1 (stereo not given) | i | i | i | 0.0 | i | i | 29 | i | i | i | i
O=C(O)CC(CC(=O)Nc1ccc(F)c(Cl)c1)c1ccc(Cl)cc1Cl (stereo not given) | i | i | i | -0.5 | i | i | 4 | i | i | i | i
COc1ccc(NC(=O)c2ccco2)cc1NC(=O)c1cccs1 | i | i | i | -0.3 | i | i | 53 | i | i | i | i
COc1ccc(C(=O)Cn2cnc3ccccc3c2=O)cc1 | i | i | i | 1.1 | i | i | -10 | i | i | i | i
Cc1cc(=O)oc2c(C)c(OCC(=O)NCCCn3ccnc3)ccc12 | i | i | i | 0.2 | i | -6.6* | 11 | i | i | i | i
COc1cccc(/C=C2\SC(=S)N(CCCC(=O)N3CCCC3)C2=O)c1 | i | i | i | -0.3 | i | i | 7 | i | i | i | i
Brc1cccc(OCCn2ccnc2)c1 | i | i | i | 2.0 | i | i | -12 | i | i | i | i
OCC1CCCN(Cc2ccc(-c3ccccc3)cc2)C1 (stereo not given) | i | i | i | 0.4 | i | i | 5 | i | i | i | i
Nc1nc(-n2cnnc2)nn1-c1ccccc1 | i | i | i | -0.2 | i | i | 5 | i | i | i | i
Nc1n[nH]c(N)c1N=Nc1ccc(Cl)cc1 | i | i | i | 2.2 | i | i | 23 | i | i | i | i
CCOC(=O)C1CCN(S(=O)(=O)c2ccc(C)c(C(=O)NC3CCCCC3)c2)CC1 | i | i | i | -0.1 | i | i | 29 | i | i | i | i
CCC[n+]1c2ccccc2cc2ccccc21 | i | i | i | 1.5 | 26* | -12* | 2 | i | i | i | i
CC/C(=N/NC(=O)c1ccc2c(c1)OCO2)c1ccccc1O | i | i | i | 4.3 | i | i | 14 | i | i | i | i
CNC(=O)COC(=O)Cc1ccc(Cl)cc1 | i | i | i | 0.0 | i | i | 17 | i | i | i | i
CCN(CC)CCCNC(=S)N(CCCO)Cc1cc2cc3c(cc2[nH]c1=O)OCO3 | i | i | i | 0.5 | i | i | 18 | i | i | i | i
O=C(NCc1ccc2c(c1)OCO2)c1cc(-c2ccccc2)nn1CC1CC(c2cccnc2)=NO1 (stereo not given) | i | i | i | 1.5 | i | i | -9 | i | i | i | i
O=C(NCc1ccccc1Cl)C1CCCN1C(=O)Nc1ccccc1 (stereo not given) | i | i | i | 2.2 | i | i | 7 | i | i | i | i
C=CCn1c(Cc2cccs2)nnc1SCC(=O)Nc1ccc(C(=O)OCC)cc1 | i | i | i | -0.2 | i | i | 24 | i | i | i | i
CC(/C=N/NC(=O)CSc1nnc(SCc2ccccc2)s1)=C\c1ccco1 | i | i | i | -0.1 | i | i | 29 | i | i | i | i
Cc1cc2ncn(-c3ncnc4scc(-c5ccccc5)c34)c2cc1C | i | i | i | -1.2 | i | i | -4 | i | i | i | i
Cc1nonc1NC(=O)c1oc2ccccc2c1C | i | i | i | 2.2 | i | i | 25 | i | i | i | i
O=C(CSc1ncccc1C(=O)O)c1ccccc1 | i | i | i | -0.3 | i | i | 16 | i | i | i | i
C=CCCC(=O)Nc1ccc(COC(=O)N2CCOCC2)cc1 | i | i | i | -0.5 | i | i | 18 | i | i | i | i
COc1ccc(NS(=O)(=O)c2ccc(NC(=S)NC(=O)c3ccc(F)cc3)cc2)nn1 | i | i | i | 0.1 | i | i | 30 | · | i | i | i
COc1ccc(CNC(=O)c2cnc3cc(C)ccn3c2=O)cc1 | i | i | i | -0.3 | i | i | 0 | i | i | i | i
CC1CCN(CC(=O)Nc2ccccc2C#N)CC1 | i | i | i | -0.3 | i | i | 8 | i | i | i | i
COc1ccc(CNC(=O)[C@H](C)N2C(=O)N3CCc4c([nH]c5ccccc45)[C@@]3(C)C2=O)cc1OC | i | i | i | -0.1 | i | i | 28 | i | i | i | i
Cc1ccc(NC(=O)CN(C)C(=O)c2ccc(S(=O)(=O)N(C)c3ccccc3)cc2)cc1 | i | i | i | -1.2 | i | i | 17 | i | i | i | i
c1ccc(N2CCN(c3cnccn3)CC2)nc1 | i | i | i | -0.6 | i | i | 5 | i | i | i | i
COc1ccc(C2C(C(=O)Nc3cccnc3)=C(C)Nc3nc(-c4ccco4)nn32)cc1 (stereo not given) | i | i | i | 0.0 | i | i | 13 | i | i | i | i
O=C(Nc1ccccc1N1CCOCC1)c1ccc(S(=O)(=O)NCc2ccco2)cc1 | i | i | i | · | i | i | -8 | · | i | i | i
Cc1cc(NC(=O)CSc2ncc(CO)n2Cc2ccc(F)cc2)no1 | i | i | i | 0.0 | i | i | 13 | i | i | i | i
COC(=O)c1c(NC(=O)CN2C(=O)NC3(CCC(C(C)(C)C)CC3)C2=O)sc2c1CCCCC2 (stereo not given) | i | i | i | -0.2 | i | i | 11 | i | i | i | i
CCn1c(Cn2nnc(-c3ccccc3)n2)nnc1SCC(=O)Nc1cccc(C(C)=O)c1 | i | i | i | · | i | i | 0 | i | i | i | i
O=C(COC(=O)c1ccccc1C(=O)c1ccccc1)NCCc1ccc(Cl)cc1Cl | i | i | i | -0.1 | i | i | 11 | i | i | i | i
COc1ccc(Br)c(-c2nc(CS(=O)(=O)c3ccc(F)cc3)no2)c1 | i | i | i | 0.6 | i | i | 16 | i | i | i | i
COc1ccc(OC)c(NC2c3ccccc3C(=O)N2Cc2ccc3c(c2)OCO3)c1 (stereo not given) | i | i | i | -0.1 | i | i | 27 | i | i | i | i
O=C(c1cc(-c2cccs2)nc2ccccc12)N1CCN(c2ccccc2O)CC1 | i | i | i | -0.2 | i | i | 31 | i | i | i | i
CCN(CCNC(=O)C1CC(=O)N(CCc2ccccc2)C1)c1ccccc1 (stereo not given) | i | i | i | 0.6 | i | i | 17 | i | i | i | i
COc1cccc(/C=N\NS(=O)(=O)c2ccccc2)c1OC | i | i | i | 0.6 | i | i | 9 | i | i | i | i

Laid out differently: results already given
Second line of a record – MrgX1 antagonist	TRPC6 act	TRPC4 potent	HIF activator	MrgX1 agonist	TRPC6 inh	AI-2 QS modul	PolyA inhibitor	MrgX1 allo act	TRPC4 agonist	TRPC4 block
- COc1ccc(CNC(=O)[C@H](C)N2C(=O)N3CCc4c([nH]c5ccccc45)[C@@]3(C)C2=O)cc1OC
→ i	i	i	-0.1	i	i	28	i	i	i	i
- Cc1ccc(NC(=O)CN(C)C(=O)c2ccc(S(=O)(=O)N(C)c3ccccc3)cc2)cc1
→ i	i	i	-1.2	i	i	17	i	i	i	i
- c1ccc(N2CCN(c3cnccn3)CC2)nc1
→ i	i	i	-0.6	i	i	5	i	i	i	i

Bioassay records from PubChem.

The list is partial; the hit share may differ from the screen's.
